# Compound activity from PubChem.
# JNK3 inh = JNK3 kinase activity inhibitors, primary screen, biochemical, human, purified enzyme. AID 746, 2007. 0.61% of 60,000 active. HTS. inhibition, % at 8 µM; in the data active = inhibition above about 17%;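 also: 0% = DMSO and 100% = reference inhibitor; many of its hits are not listed in these tables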
# HEK293 NFkB inh = inhibitors of PMA/ionomycin-induced NF-kB reporter, primary screen, antigen receptor NF-kB inhibitor project, cell-based, HEK-293 luciferase reporter, luminescence; AID 465, 2006; 0.21% of 62,000 active; HEK-293 NF-kB luciferase reporter; inhibition, % at 3 µM;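 active = inhibition above the mean of all tested compounds plus 3 SD, cut at about 40% in these data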;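 also: 0% = stimulated DMSO wells and 100% = 10 µM reference inhibitor 5653914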
#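 System – HEK-293 cells with stable firefly luciferase reporter driven by four HIV NF-kB elements · Doses – one dose, 3 µM · Schedule – 1 h compound pre-incubation, 16 h PMA/ionomycin at 37 °C · Technique – luminescence from luciferase substrate reagent · Measure – percent inhibition normalized per plate to DMSO and reference-inhibitor controls · Replicates – tested once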
# Cdc25B inh = inhibitors of Cdc25B phosphatase catalytic domain, primary screen, biochemical, OMFP fluorescence. M-phase inducer phosphatase 2 (Homo sapiens), P30305. recombinant Cdc25B, OMFP fluorescence Ex485/Em525. inhibition, %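 (compounds tested at 10 µM final in the well)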. 0.1% of 65,000 active. AID 368, 2006; in the data active = inhibition above about 50%
# ROCK2 blocker = inhibitors of human ROCK2 kinase, primary screen, biochemical, high-throughput, luminescence. Rho-associated protein kinase 2 (Homo sapiens), O75116. purified ROCK2, Kinase-Glo ATP depletion luminescence. inhibition, % at 6 µM. 0.35% of 60,000 active;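 active = inhibition above the screen-wide mean inhibition plus 3 SD, cut at about 18% in these data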;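 also: plate controls were DMSO wells for no effect and Y-27632 control wells after no-enzyme background subtraction for full effect; many of its hits are not listed in these tables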
# Target sequence (O75116 whole entry, looked up): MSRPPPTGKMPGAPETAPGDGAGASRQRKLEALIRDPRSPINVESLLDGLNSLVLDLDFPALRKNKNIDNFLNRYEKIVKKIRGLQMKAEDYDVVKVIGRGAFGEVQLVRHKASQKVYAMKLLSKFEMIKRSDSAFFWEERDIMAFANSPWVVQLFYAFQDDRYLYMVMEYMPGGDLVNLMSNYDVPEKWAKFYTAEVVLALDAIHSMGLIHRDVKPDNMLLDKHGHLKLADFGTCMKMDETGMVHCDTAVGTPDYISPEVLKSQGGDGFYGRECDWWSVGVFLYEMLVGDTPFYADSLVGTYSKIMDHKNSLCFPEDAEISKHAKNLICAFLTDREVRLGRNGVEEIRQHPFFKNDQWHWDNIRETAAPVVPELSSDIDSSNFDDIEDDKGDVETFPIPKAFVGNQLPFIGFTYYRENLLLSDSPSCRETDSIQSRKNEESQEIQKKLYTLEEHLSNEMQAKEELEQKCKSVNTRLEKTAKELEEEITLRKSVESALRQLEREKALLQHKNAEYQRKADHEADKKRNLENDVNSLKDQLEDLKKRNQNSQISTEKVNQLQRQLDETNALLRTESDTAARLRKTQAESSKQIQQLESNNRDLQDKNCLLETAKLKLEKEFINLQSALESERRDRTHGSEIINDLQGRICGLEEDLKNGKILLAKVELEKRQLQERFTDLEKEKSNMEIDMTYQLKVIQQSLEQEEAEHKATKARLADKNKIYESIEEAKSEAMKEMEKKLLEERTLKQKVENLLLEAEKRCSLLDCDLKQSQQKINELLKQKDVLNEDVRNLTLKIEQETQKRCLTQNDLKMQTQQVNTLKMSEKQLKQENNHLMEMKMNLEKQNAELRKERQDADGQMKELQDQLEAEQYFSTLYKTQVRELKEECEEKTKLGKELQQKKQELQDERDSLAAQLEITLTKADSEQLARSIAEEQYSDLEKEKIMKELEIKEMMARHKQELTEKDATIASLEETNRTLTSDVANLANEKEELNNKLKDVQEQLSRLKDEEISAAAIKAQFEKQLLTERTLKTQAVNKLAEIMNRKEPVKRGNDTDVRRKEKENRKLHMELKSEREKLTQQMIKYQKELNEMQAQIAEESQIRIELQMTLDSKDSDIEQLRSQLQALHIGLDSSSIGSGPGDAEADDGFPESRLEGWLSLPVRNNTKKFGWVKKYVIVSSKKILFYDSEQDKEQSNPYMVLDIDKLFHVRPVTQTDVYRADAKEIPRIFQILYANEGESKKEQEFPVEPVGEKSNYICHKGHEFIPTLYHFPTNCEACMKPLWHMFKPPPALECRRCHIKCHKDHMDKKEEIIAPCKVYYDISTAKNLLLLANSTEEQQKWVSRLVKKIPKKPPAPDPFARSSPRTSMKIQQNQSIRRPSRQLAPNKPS
# MMP13 inh = human MMP13 inhibitors, primary screen, biochemical, FRET peptide cleavage | inhibition, % at 4 µM | AID 570, 2006 | MMP-13 fTHP FRET cleavage, Mca fluorescence | Collagenase 3 (Homo sapiens), P45452 | 0.07% of 65,000 active;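 active = inhibition above the mean of compound-free control plate wells plus 3 SD, cut at about 14% in these data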;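 also: 0% = DMSO wells and 100% = wells with reference MMP-13 inhibitor after basal subtraction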
# TNAP act DEA = human TNAP enzyme activators, primary screen, biochemical, luminescent, intermediate phosphate acceptor level. Alkaline phosphatase, tissue-nonspecific isozyme (Homo sapiens), P05186. purified TNAP, CDP-star luminescence, 100 mM DEA, 30 min; stronger effect = higher value; scale: 0 levamisole-inhibited, 1 vehicle-only enzyme. activation factor at 20 µM. 64,000 tested, under 10 active;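 active = activation factor of at least 2 at 20 µM, relative to controls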
# MKP-1 inh = MKP-1 phosphatase inhibitors, primary screen, biochemical, in vitro; inhibition, %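 (compounds tested at a single concentration somewhere between 10 and 100 µM)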; recombinant MKP-1, OMFP hydrolysis fluorescence; AID 374, 2006; 0.15% of 65,000 active; Dual specificity protein phosphatase 1 (Homo sapiens), P28562;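 active = inhibition above about 50%, limit read from the data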;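 also: 0% = DMSO max control wells and 100% = wells with enzyme stopped by NaOH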
# Jurkat tox 60K = cytotoxicity toward Jurkat T cells, primary screen, cytotoxicity control, cell-based, Jurkat E6.1, 60K MLSMR library. Jurkat E6.1 viability, ATP luminescence, 48 h. inhibition, % at 4 µM. 1.2% of 56,000 active;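 active = inhibition above the mean inhibition of all tested compounds plus 3 SD, cut at about 28% in these data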
# PKA inh = inhibitors of human PKA kinase activity, primary screen, biochemical, ATP-depletion luminescence, Kemptide substrate | PKA Kemptide phosphorylation, Kinase-Glo ATP luminescence | cAMP-dependent protein kinase catalytic subunit alpha (Homo sapiens), P17612 | AID 524, 2006 | inhibition, % at 6 µM | 0.1% of 65,000 active;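 active = inhibition above the screen-wide mean inhibition plus 3 SD, cut at about 21% in these data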; also: many of its hits are not listed in these tables
# * marks the source's active call; other numbers are inactive results; . = no result given.
# Preview, two compounds:
# Sequence of screens – HEK293 NFkB inh, Jurkat tox 60K, TNAP act DEA, JNK3 inh, PKA inh, MMP13 inh, MKP-1 inh, Cdc25B inh, ROCK2 blocker
COc1cccc(OC)c1OCCCN1CCOCC1
 : 14, -3, 1, 4, 0, 5, 15, 2, 2
O=S(=O)(c1ccc2ccccc2c1)n1cnc2ccccc21
 : 17, 1, 0.9, 4, 0, -3, 28, -10, 2

# This part in full (from the top)
# Sequence of screens – HEK293 NFkB inh, Jurkat tox 60K, TNAP act DEA, JNK3 inh, PKA inh, MMP13 inh, MKP-1 inh, Cdc25B inh, ROCK2 blocker
COc1cccc(OC)c1OCCCN1CCOCC1
 : 14, -3, 1, 4, 0, 5, 15, 2, 2
O=S(=O)(c1ccc2ccccc2c1)n1cnc2ccccc21
 : 17, 1, 0.9, 4, 0, -3, 28, -10, 2
CC/C(C)=C1\SC(N2CCN(C(C)=O)CC2)=NC1=O
 : ., ., 0.9, 1, 6, -5, -7, 9, 5
COCCCn1c(SCC(=O)Nc2nnc(C)s2)nnc1-c1ccoc1C
 : 16, -2, 0.9, -2, 0, -2, -16, -3, 5
COc1ccc(/C(O)=C2/C(=O)C(=O)N(c3ncccn3)C2c2ccc(OC)c(OC)c2)cc1 (configuration not stated)
 : ., ., 0.9, -8, 4, -3, -31, 3, 2
O=C(CSc1nnc2n(C3CCCC3)c(=O)c3ccccc3n12)N1CCCCCC1
 : 19, 6, 0.9, 5, -2, 2, -26, -5, -1
COc1cc(OC)nc(NC(=O)CSc2nc3ccccc3o2)n1
 : 4, -3, 0.9, 1, 16, 5, 3, -10, 8
CSc1nc(NCc2ccco2)c2c3c(sc2n1)CN(C)CC3
 : 26, ., 1, ., 0, -38, 12, 3, .
COC(=O)c1n[nH]c2ccccc12
 : ., ., 0.6, 12, -3, -20, -17, 0, 0
CC(=O)/C(C#N)=C1\NC(=O)C(Cc2ccccc2)S1 (configuration not stated)
 : ., ., 1, -2, 7, 0, -21, -8, 5
C=CCn1c(=O)c2c(nc3n2CCN3c2cccc(Cl)c2C)n(C)c1=O
 : -2, -7, 1, -7, 5, -2, 5, 2, 7
Cc1ccccc1CS(=O)(=O)Cc1ccc(C(=O)NCCCN2CCOCC2)o1
 : 1, -7, 0.8, 2, 4, -4, -5, -11, 3
CCNC(=O)COC(=O)COc1ccc(Cl)cc1C
 : 23, -6, 0.9, 1, 15, 2, 0, -9, 7
CCOC(=O)c1c(C)oc2ccc(OCC(N)=O)cc12
 : 13, -5, 0.9, 16, 9, 2, -12, 7, 3
O=[N+]([O-])c1cccc2cn[nH]c12
 : ., ., 0.9, -8, -13, -2, -10, -2, -12
CC(=O)Nc1ccc(S(=O)(=O)Nc2ncccn2)cc1
 : 7, -2, 0.9, 0, 8, 2, -14, -8, 5
COc1ccc2[nH]c3c(c2c1)CN(C)CC3
 : 14, 0, 1, 6, -3, 2, 0, -8, 1
CCc1ccccc1NC(=O)CSC1=C(C#N)C(c2ccc(O)c(OC)c2)C2=C(CCCC2=O)N1 (configuration not stated)
 : ., ., 0.8, 6, 4, 0, 4, -4, 6
Cc1[nH]c(=O)[nH]c(=O)c1NS(=O)(=O)c1ccc2c(c1)CCCC2
 : 17, 3, 0.9, 4, -1, 1, 4, -10, 0
CCN(CC)C(=O)C1CCCN(C/C=C/c2ccccc2)C1 (configuration not stated)
 : 6, -1, 0.9, -5, 13, 2, 4, -12, 6

# Reformatted as tab-separated lines: part of the list above
Compound	HEK293 NFkB inh	Jurkat tox 60K	TNAP act DEA	JNK3 inh	PKA inh	MMP13 inh	MKP-1 inh	Cdc25B inh	ROCK2 blocker
COC(=O)c1n[nH]c2ccccc12	.	.	0.6	12	-3	-20	-17	0	0
CC(=O)/C(C#N)=C1\NC(=O)C(Cc2ccccc2)S1 (configuration not stated)	.	.	1	-2	7	0	-21	-8	5
C=CCn1c(=O)c2c(nc3n2CCN3c2cccc(Cl)c2C)n(C)c1=O	-2	-7	1	-7	5	-2	5	2	7
Cc1ccccc1CS(=O)(=O)Cc1ccc(C(=O)NCCCN2CCOCC2)o1	1	-7	0.8	2	4	-4	-5	-11	3
CCNC(=O)COC(=O)COc1ccc(Cl)cc1C	23	-6	0.9	1	15	2	0	-9	7
CCOC(=O)c1c(C)oc2ccc(OCC(N)=O)cc12	13	-5	0.9	16	9	2	-12	7	3
O=[N+]([O-])c1cccc2cn[nH]c12	.	.	0.9	-8	-13	-2	-10	-2	-12
CC(=O)Nc1ccc(S(=O)(=O)Nc2ncccn2)cc1	7	-2	0.9	0	8	2	-14	-8	5
COc1ccc2[nH]c3c(c2c1)CN(C)CC3	14	0	1	6	-3	2	0	-8	1
CCc1ccccc1NC(=O)CSC1=C(C#N)C(c2ccc(O)c(OC)c2)C2=C(CCCC2=O)N1 (configuration not stated)	.	.	0.8	6	4	0	4	-4	6
Cc1[nH]c(=O)[nH]c(=O)c1NS(=O)(=O)c1ccc2c(c1)CCCC2	17	3	0.9	4	-1	1	4	-10	0
CCN(CC)C(=O)C1CCCN(C/C=C/c2ccccc2)C1 (configuration not stated)	6	-1	0.9	-5	13	2	4	-12	6

# (cont.)
# Sequence of screens – HEK293 NFkB inh, Jurkat tox 60K, TNAP act DEA, JNK3 inh, PKA inh, MMP13 inh, MKP-1 inh, Cdc25B inh, ROCK2 blocker
COc1cc(OC)c(C2N(c3ccccn3)C(=O)C3CCCN32)cc1OC (configuration not stated)
 : 10, 2, 1, 1, -5, 3, 7, -4, -1
Cc1cccc(C(C)C)c1NC(=O)c1cccnc1
 : 3, -1, 0.9, -3, -4, -1, -1, -8, 0
O=C(NCc1nc(-c2ccccc2)no1)c1cccs1
 : 17, 8, 1, -4, 1, 2, 11, -14, 2
O=C(CSc1nnc(-c2cccs2)o1)N1CCOCC1
 : 8, -12, 0.9, 1, 5, -5, 9, 2, 2
O=C1NCCCc2c1oc1cc(Br)c(O)c(Br)c21
 : 10, 6, 0.9, -5, 1, 2, 5, 19, 0
O=C(NCc1nc(-c2ccccc2)no1)c1ccc2c(c1)OCO2
 : -4, 1, 1, 1, 14, 2, 2, -7, 6
COC(=O)c1ccccc1NC(=O)COC(=O)CSCC(=O)N1CCOCC1
 : 6, -6, 1, 19*, 8, 4, -2, -6, 7
Cc1cccc(C)c1OCc1nnc(SCC(=O)NCCc2ccccc2)o1
 : 9, ., ., ., 4, 3, 3, 0, .
Cc1noc(C)c1S(=O)(=O)N1CCCC(C(=O)NCCc2ccc(Cl)cc2)C1 (configuration not stated)
 : 9, -3, 0.8, 4, 11, 3, 4, 1, 6
CN1CCc2c(sc3c2c(=O)n(-c2ccccc2)c2nnc(SCc4ccc(Cl)cc4)n32)C1
 : 9, 8, 0.9, 0, -1, 2, 31, 0, -5
COc1ccccc1NC(=O)CSc1nnc(CNC(=O)COc2ccc(Cl)cc2)o1
 : 13, 0, 1, -1, 9, 1, 19, -13, 1
COc1ccc(Cc2nnc(SCC(=O)NCc3ccco3)o2)cc1
 : 3, 2, 1, 2, 0, 0, -1, -4, 6
O=C(CSc1ncnc2c1nnn2Cc1ccccc1F)N1CCN(c2ccccc2)CC1
 : 14, ., 0.9, ., 5, 7, 4, -7, .
CC(C)Cn1cc(C(=O)N2CCOCC2)c2c3ccccc3n(C)c2c1=O
 : 13, 4, 0.9, 2, 5, -51, -2, -23, 2
CCOC(=O)N1CCC(NC(=O)c2ccc3nc(N4CCOCC4)sc3c2)CC1
 : 9, -8, 0.9, 7, -2, -5, 12, -2, 1
CCN(CC)c1nc(-c2cccc(OC)c2O)nc2ccccc12
 : ., ., 0.9, 4, 1, 6, -17, 1, -2
CCCC(=O)N1CCN(S(=O)(=O)c2cc(Cl)ccc2OC)CC1
 : 4, -6, 1, -4, 1, 1, 17, -12, -1
COc1cc(Cl)c(S(=O)(=O)n2cnc(C)c2)cc1Cl
 : 18, 2, 1, 4, 5, -1, 11, 1, 3
COCc1[nH]nc2c1C(C1C=CCCC1)C(C#N)=C(N)O2 (configuration not stated)
 : -9, 1, 0.8, -3, 2, 0, -3, -12, 2
CCOC(=O)c1oc2ccc(Br)cc2c1CSc1nnc(C)s1
 : 13, 4, 0.9, -11, -2, 2, 0, -3, -1
CC1CCCCC1NC(=O)CSc1nncs1 (configuration not stated)
 : 12, -4, 0.8, -3, 3, -5, 1, 3, 6
Cn1c(SCC(=O)Nc2ccc3c(c2)OCCO3)nnc1-c1ccco1
 : 0, -5, 0.9, -5, 9, 1, 1, -9, 4
O=C(O)c1ccc(CN2CCCCC2)o1
 : -1, -3, 0.9, 0, -1, -2, 17, 1, 9
OC1(c2ccccc2F)CCN(Cc2nnnn2CCc2ccccc2)CC1
 : 22, ., 1, ., 9, 4, -14, -5, .
O=C1CC(N(Cc2ccc3c(c2)OCO3)C(=O)Nc2ccc(F)cc2)C(=O)N1c1ccccc1 (configuration not stated)
 : 14, 11, 1, 6, 3, -2, 6, -15, -1
Cc1cc(C)nc(SCC(=O)Oc2ccc3oc(=O)cc(C)c3c2)n1
 : 6, ., 0.9, ., -5, 0, 22, 50, .
Cc1cc(C)c2c(CN3CCN(Cc4ccc5c(c4)OCO5)CC3)cc(=O)oc2c1C
 : 16, 1, 0.9, -2, 4, -3, -6, -9, 1
CSc1nc(C)cc(OCNC(=O)c2cccs2)n1
 : 24, -1, 1, 11, 8, -2, -9, 2, -1
Nc1nnc(CCc2ccccc2)s1
 : 1, -1, 0.9, -8, 1, 3, 1, -10, 0
O=C(c1cc2cc(Br)ccc2oc1=O)N1CCN(c2ccccn2)CC1
 : 3, -4, 0.9, 2, 6, 2, 6, 3, 0
CC(=NCCc1ccccc1)C1=C(O)CSC1=O
 : -1, -4, 1, 3, 8, -4, 2, -7, 5
Cc1cnc(C(=O)OCC(=O)N2c3ccccc3NC(=O)C2(C)C)cn1
 : 9, 2, 1, -1, 10, -10, -3, 1, 10
COc1cccc(OC)c1C(=O)N1CCN(c2c(Cc3ccccc3)c(C)nc3ncnn23)CC1
 : 5, -2, 0.9, -3, 6, -1, 24, -4, 3
CCc1ccc(N(CC(=O)NC)S(C)(=O)=O)cc1
 : 14, -4, 1, 3, -4, -1, 2, 1, 1
O=C(CCCc1c[nH]c2ccccc12)N1CCN(S(=O)(=O)c2cccs2)CC1
 : 10, 10, 1, 0, 7, -5, 23, -30, 2
Cc1ccc(S(=O)(=O)N2CCN(C(=O)CN3C(=O)NC4(CCOc5ccccc54)C3=O)CC2)cc1 (configuration not stated)
 : 10, 0, 0.9, 1, 7, -2, 17, 11, 6
CN(C)CCn1c(C(=O)Nc2ccccc2)cc2ccccc21
 : 9, 0, 0.9, -6, -5, -5, 2, -18, -3
Cc1ccc(Cn2c(SCCN3CCOCC3)nc3c2c(=O)n(C)c(=O)n3C)cc1
 : 6, ., 0.9, ., 5, 2, 5, -17, .
CC1CN(C2CCN(C(=O)c3ccccc3)CC2)CC(C)O1 (configuration not stated)
 : ., ., 1, 0, 6, 2, 0, -6, 4
Cc1c(C(=O)O)nnn1-c1ccccc1
 : 13, -1, 0.9, 7, 5, 1, -19, 0, 2
COc1ccc(C(CC(=O)O)NC(=O)c2ccco2)cc1OC (configuration not stated)
 : 9, -5, 0.9, -10, 4, 4, -7, 4, 6
COc1cccc(C(=O)Nc2nnc(C(C)C)s2)c1
 : -47, ., 0.9, ., 0, 2, 7, 8, .
